aSyn tox rescue – alpha-synuclein toxicity suppression in yeast; S. cerevisiae alpha-synuclein toxicity rescue, BacTiter-Glo growth, 24 h; Potency, µM (highest dose often 46.1 µM), inactives show at the highest dose growth rescue (activation), hits mostly activators; 0.02% of 94,000 active; active = well fitted activation curve with a large enough effect; inconclusive = small, poorly fitted or top-dose-only effect; note: 0% is about no effect
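Growth restoration measured by BacTiter-Glo luminescence after 24 hr at 30 deg C; alpha-synuclein yeast, raffinose-pregrown to mid-log, were added at OD600=0.02 in galactose medium onto pinned compounds.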
Starred values were filed as active, the others as inactive; ? = inconclusive; [ ] = remark or other dose. Potency is the fitted concentration of half-maximal effect.

structure | aSyn tox rescue
COc1ccccc1CNC(=O)c1sc2nc3n(c(=O)c2c1C)CCC3 | -1%
CCOc1ccc(-n2nc(CO)c(C(=O)NCc3cccs3)n2)cc1 | 2%
O=C(NC1CCCCCC1)c1ccc(CS(=O)c2cccc(Cl)c2)o1 (configuration not stated) | -4%
COc1ccccc1NCc1cccn1-c1nnc(N2CCOCC2)s1 | 8%
CCCCN(C(=O)CSc1nn(-c2ccc(F)cc2)c(=S)s1)c1c(N)n(CCCC)c(=O)[nH]c1=O | -10%
Cc1ccc(C2c3[nH]c4ccccc4c3CCN2C(=O)c2ccccc2Br)cc1 (configuration not stated) | 17%
Cc1ccccc1C(=O)NNC(=O)c1cccc([N+](=O)[O-])c1 | -7%
O=C(NC1CC(=O)N(c2ccc(Cl)cc2)C1)C1CC1 (configuration not stated) | 4%
COc1ccc2oc(C(=O)OCC(=O)N(C)CC(=O)Nc3ccc(C)cc3)c(C)c2c1 | 18%
COc1cccc(OC)c1C(=O)Nc1ccc2c(c1)Cc1ccccc1-2 | -22%
COc1ccc(C2=C(C)C(=NCc3ccc(OC(C)C)cc3)NS2(=O)=O)cc1 | -4%
COc1cc(NC(=O)c2cnc3c(-c4ccc(F)cc4)c(C)nn3c2C)cc(OC)c1 | -20%
Cc1c(C(=O)Nc2ccc(F)c(Cl)c2)sc2nc3n(c(=O)c12)CCC3 | -8%
O=C(N/N=C/c1cc2c(cc1Cl)OCO2)c1ccc2c(c1)OCCO2 | 7%
O=C(c1ccco1)N(CCO)Cc1cc2cc3c(cc2[nH]c1=O)OCO3 | -2%
C=CCNC(=O)COC(=O)c1oc2ccccc2c1CSC1CCCCC1 | -2%
Cc1oc2ncn(CC(C)C)c(=O)c2c1C(=O)N1CCN(c2cccc(C(F)(F)F)c2)CC1 | 5%
COC(=O)CCc1c(C)c(C(=O)c2ccc(F)cc2)c2ccccn12 | 7%
O=S(=O)(c1ccc(Br)cc1)c1nnn2c1nc(N1CCOCC1)c1sccc12 | -6%
O=C(/C=C/c1cn(CC(O)CN2CCCCCC2)c2ccccc12)c1ccc(Br)cc1 (configuration not stated) | -18%
Cc1cc(C)cc(N2C(=O)N(Cc3cc(=O)n4ccccc4n3)c3ccccc3S2(=O)=O)c1 | -5%
CCOC(=O)CN1CC23C=CC(O2)C(C(=O)N2CCN(c4ccc(F)cc4)CC2)C3C1=O (configuration not stated) | 4%
CC(C#N)Sc1ncnc2sc(-c3ccccc3)cc12 (configuration not stated) | 7%
O=C(c1cccc(S(=O)(=O)NCc2ccccc2)c1)N1CCCC1 | 1%
COc1ccc(-n2c(-c3ccco3)nc3c(cnn3-c3ccc(Cl)cc3)c2=O)cc1 | 6%
Cc1cc(NC(=O)c2ccco2)c(=O)n(Cc2c(F)cccc2Cl)c1 | -9%
CC(C)c1ccc2nc(NC(=O)C3CC3)sc2c1 | 8%
Cc1noc(C)c1COc1ccc(C(=O)OCC(N)=O)cc1 | 8%
CCOC(=O)c1ccc(NC(=O)Oc2cc(C)c(Cl)cc2C(C)C)cc1 | -9%
CCCCN(C)CCCNC(=O)c1cc(-c2cccnc2)nc2ccccc12 | 2%
COc1ccc(CNC(=O)Cn2c(=O)oc3cc(S(=O)(=O)N4CCC(C)CC4)ccc32)cc1 | -7%
N#CC1=C(N)N(c2ncn[nH]2)C2=C(C(=O)CCC2)C1c1ccc(F)cc1 (configuration not stated) | 1%
COc1cc2c(cc1OC)n(Cc1ccc([N+](=O)[O-])cc1)c(=O)n1nc(-c3ccccc3)nc21 | -8%
CC1(C)CC(CNCCC(c2ccc(F)cc2)c2ccco2)CCO1 (configuration not stated) | -5%
O=C(NCc1ccccc1Cl)c1cnc2sc(N3CCCCC3)nn2c1=O | -5%
COc1ccc(S(=O)(=O)N2CCC(C(=O)NCCC(=O)NCCc3cccc(F)c3)CC2)cc1 | 8%
COc1cc(C(=O)NCCc2sc(-c3cccc(F)c3)nc2C)cc(OC)c1OC | 0%
Cc1ccc(S(=O)(=O)NCCC(=O)OCC(=O)N(Cc2ccccc2)C(C)(C)C)cc1C | 6%
Nc1nc2ncc(C(=O)c3cc(Cl)cc(Cl)c3O)cc2s1 | 5%
Cc1ccccc1C(=O)N1CCC(C(=O)Nc2ccc(F)cc2F)CC1 | 7%
COC(=O)c1sc(N2CCN(c3ccc(Cl)cc3)CC2)nc1N | -14%
Cc1ccn2c(=O)c(NC(=O)c3cccs3)c(C)nc2c1 | 0%
CSc1ccc(CCNC(=O)CCc2c(C)nc3c4cccnc4nn3c2C)cc1 | -4%
Cc1cc(C)cc(NC(=O)CSc2nc3ccncc3[nH]2)c1 | 10%
CCn1c(CNC(=O)c2cccc(C)c2)nnc1SCC(=O)Nc1nnc(C)s1 | 1%
CN1CCc2c(sc(NC(=O)CS(=O)(=O)c3ccccc3)c2C(N)=O)C1 | -6%
CC1=C(C(=O)OCC2CCCCC2)C(c2ccc(F)cc2F)CC(=O)N1 (configuration not stated) | 1%
COc1ccc(-c2cc(C(=O)NCc3ccc(F)cc3)no2)cc1 | -8%

Filtered by structure, the entries above with a nitro group on carbon (2)
structure | aSyn tox rescue
Cc1ccccc1C(=O)NNC(=O)c1cccc([N+](=O)[O-])c1 | -7%
COc1cc2c(cc1OC)n(Cc1ccc([N+](=O)[O-])cc1)c(=O)n1nc(-c3ccccc3)nc21 | -8%

The listing continues:
structure | aSyn tox rescue
O=C(CN1CCN(S(=O)(=O)c2ccccc2Cl)CC1)NCC1(N2CCOCC2)CCCCC1 | -29%
Cc1cccc(Cn2c(SCc3ccc(C(=O)NCc4ccccc4F)cc3)nc3ccncc32)c1 | -11%
CC(C)(C)OC(=O)CC(S(=O)(=O)c1ccccc1)S(=O)(=O)c1ccccc1 | 5%
CN(C)c1ccc(/C=N/NS(=O)(=O)c2ccc(Br)cc2)cc1 | ?
CCn1c(/C=C2\C(=O)Nc3ccccc32)nc2ccccc2c1=O | -5%
c1ccc(N=NN2CCOCC2)cc1 | 0%
O=C(CCNS(=O)(=O)c1ccc2c(c1)CCN2C(=O)C1CC1)N1CCN(c2cccc(C(F)(F)F)c2)CC1 | 1%
NC(=S)N=Nc1c(O)n(CCCl)c2ccc(Cl)cc12 | -1%
COc1cc(C2CC(=O)c3c([nH]c(C(=O)OCC4CCCCC4)c3C)C2)cc(OC)c1OC (configuration not stated) | -9%
COC(=O)c1ccc(NC(=O)CC2C(=O)N(c3ccccc3)C(=O)N2Cc2ccc(F)cc2)cc1 (configuration not stated) | 2%
COc1cc(NC(=O)c2cc([N+](=O)[O-])ccc2NC(=O)CNC2CCCCC2)cc(OC)c1 | 5%
COc1cc(C(=O)NCC(c2cccs2)S(=O)(=O)c2cccs2)cc(OC)c1OC (configuration not stated) | 1%
Cc1ccc(-c2ccc(CN3C(C(C)C)C(=O)N(Cc4cn(CC5CCCCC5)nn4)CCS3(=O)=O)cc2)cc1 (configuration not stated) | 4%
Cn1c(=O)c(=O)n(C)c2cc(S(=O)(=O)N3CCCC3C(=O)NCc3cccs3)ccc21 (configuration not stated) | -1%
O=C(COC(=O)c1ccc(O)cc1O)NC(=O)Cc1ccccc1 | -7%
CCCCN(CC)CCCNC(=O)Nc1sc2nc3n(c(=O)c2c1C)CCC(C)CC3 (configuration not stated) | -5%
CCCCn1nc(CC(=O)NCCN(CC)CC)c2ccccc2c1=O | -6%
Cc1ccc2c(c1)N(C(=O)CCC(=O)NCCN1CCOCC1)CC(C)O2 (configuration not stated) | 1%
C=CCn1c(SCC(N)=O)nc2nc3c(cc2c1=O)COC(C)(C)C3 | -4%
Cc1c(Cl)cccc1NC(=O)C(C)n1c(=O)cc(-c2ccccc2)c2c(C)nn(C)c21 (configuration not stated) | -4%
COc1ccc(NC(=O)c2cc(S(=O)(=O)N3CCOCC3)ccc2OC)cc1 | -2%
CCOc1ccc(CCNC(=O)c2c3c(nc4ccccc24)C(=O)N(C2CCCCC2)C3)cc1 | -1%
CN1CCN(C(c2ccccc2)c2sc3nc(-c4ccco4)nn3c2O)CC1 (configuration not stated) | -6%
Cc1ccc(CCNC(=O)c2ccc(CS(=O)(=O)Cc3cccc(C)c3)o2)cc1 | 3%

Some values from the list.
CCOc1ccc(CCNC(=O)c2c3c(nc4ccccc24)C(=O)N(C2CCCCC2)C3)cc1 in aSyn tox rescue = -1%
CN1CCN(C(c2ccccc2)c2sc3nc(-c4ccco4)nn3c2O)CC1 (configuration not stated) in aSyn tox rescue = -6%
Cc1ccc(-c2ccc(CN3C(C(C)C)C(=O)N(Cc4cn(CC5CCCCC5)nn4)CCS3(=O)=O)cc2)cc1 (configuration not stated) in aSyn tox rescue = 4%
C=CCn1c(SCC(N)=O)nc2nc3c(cc2c1=O)COC(C)(C)C3 in aSyn tox rescue = -4%
Cc1c(Cl)cccc1NC(=O)C(C)n1c(=O)cc(-c2ccccc2)c2c(C)nn(C)c21 (configuration not stated) in aSyn tox rescue = -4%
Cc1ccc(CCNC(=O)c2ccc(CS(=O)(=O)Cc3cccc(C)c3)o2)cc1 in aSyn tox rescue = 3%

Additional compounds follow.
structure | aSyn tox rescue
CCOC(=O)c1cc(C#N)c(SCC(=O)O)[nH]c1=O | 6%
O=C(CNC(=O)c1ccc(Cl)cc1)c1ccccc1 | 2%
CNc1nc(-c2ccccc2)[n+](-c2ccc(C)cc2)s1 | -50%[inhibitor]
Cc1ccccc1CCNC(=O)c1cc2ccccn2n1 | -8%
Cc1ccc(-n2nc3c(N4CCC(C(=O)NCCc5ccccc5C)CC4)nnc(C)c3c2C)cc1 | 8%
O=S(=O)(Nc1ccccc1C(F)(F)F)c1ccc(N2CCCCS2(=O)=O)cc1 | -14%
COc1ccccc1C(=O)NC(=O)CSc1nncn1C | 1%
COc1ccc(-c2onc(C)c2C)cc1S(=O)(=O)N(C)Cc1ccccc1 | ?
O=C(c1ccccc1F)N1CCN(c2cnn(-c3cccc(Cl)c3)c(=O)c2Cl)CC1 | 11%
CCN1CCN(C(c2ccccc2Cl)c2c(O)cc(C)n(Cc3ccco3)c2=O)CC1 (configuration not stated) | 1%
COc1ccc(NC(=O)NNC(=O)c2ccc(Cl)cc2Cl)cc1OC | 4%
Cc1c(CCC(=O)NCCc2ccc(Cl)cc2)c(=O)oc2c(C)c(O)ccc12 | -3%
Cc1nc2ccc(NC(=O)Cc3ccc(Br)cc3)cc2s1 | -11%
Cc1nn(-c2ccccc2)c(OC(=O)c2cccc(Br)c2)c1S(=O)(=O)c1ccccc1 | 5%
C[C@@H]1CCCCO[C@@H](CN(C)C(=O)C2CCCCC2)[C@@H](C)CN([C@H](C)CO)C(=O)c2cc(NC(=O)NC3CCCCC3)ccc2O1 | -2%
CC1(c2ccc(OC(F)F)cc2)NC(=O)N(CC(=O)Nc2ccc(OC(F)F)cc2)C1=O (configuration not stated) | -1%
CN(C)S(=O)(=O)c1cccc(C(=O)NCC2CCCCC2)c1 | -7%
CCN(CC)c1ccc(CNCCCSc2nnnn2C)cc1 | -2%
COc1ccc(CCN2C(=O)CN(C3CCCCCC3)C(=O)C2c2ccc(Cl)cc2)cc1OC (configuration not stated) | ?
C#CCNC(=O)C(C)c1ncc(C(F)(F)F)cc1Cl (configuration not stated) | -7%
CCC12CN3CC(CC)(CN(C1)C3c1ccc(OCc3ccccc3)cc1)C2=O (configuration not stated) | 1%
O=C(O)c1c(C(=O)O)c(-c2ccc(F)cc2)n2c1CCC2 | 4%
CCC1(C)CC(=O)c2c(ccc3oc(C(=O)NCc4ccccc4)c(C)c23)O1 (configuration not stated) | -4%
CC(C)C(=O)Nc1cccc(C(=O)Nc2ccc(S(=O)(=O)Nc3nccs3)cc2)c1 | -2%

Some of the entries so far, as labelled records:
CCN(CC)c1ccc(CNCCCSc2nnnn2C)cc1
  aSyn tox rescue: -2%
COc1ccc(CCN2C(=O)CN(C3CCCCCC3)C(=O)C2c2ccc(Cl)cc2)cc1OC (configuration not stated)
  aSyn tox rescue: ?

More records follow:
structure | aSyn tox rescue
Cc1ccccc1-c1ncc(CN2CCN(C3CCCC3)C(CCO)C2)cn1 (configuration not stated) | 4%
Cc1ccc(S(=O)(=O)N(CC2CO2)c2cc(Cl)ccc2Cl)cc1 (configuration not stated) | 17%
COc1ccc(CCNC(=O)/C(C#N)=C/c2ccc(OCC(=O)NCC3CCCO3)cc2)cc1OC (configuration not stated) | -4%
CCOC(=O)c1cnc2ccc(OCC)cc2c1Nc1ccc(OCc2ccccc2Cl)cc1 | -10%
O=C1CCCc2cc(S(=O)(=O)NCC3CCC(C(=O)Nc4ccccc4F)CC3)ccc2N1 (configuration not stated) | 5%
Cn1nc(C(=O)Nc2ccccc2C#N)c2c1-c1ccccc1SC2 | 2%
O=S(=O)(c1ccc(Br)cc1)N1CCn2c(nc3ccccc32)C1 | 3%
COc1ccccc1Nc1c2c(nc3ccc(NC(=O)c4ccc(OC)c(OC)c4)cc13)CCCC2 | -1%
Cc1cc(C)c(NC(=O)Cn2nnc(C(=O)NCc3cccs3)c2N)c(C)c1 | -3%
CCSc1ncc(Cl)c(C(=O)Nc2ccc(S(=O)(=O)N3CCCCC3CC)cc2)n1 (configuration not stated) | -6%
CCn1cc(S(=O)(=O)c2ccc(C)cc2C)c(=O)c2cc(F)c(N3CCCC3)cc21 | 0%
CCN(CC)c1cc(C)c2cc(NC(=O)c3cc(OC)cc(OC)c3)ccc2n1 | 4%
Oc1c(C(c2cccs2)N2CCN(c3ccc(F)cc3)CC2)sc2ncnn12 (configuration not stated) | 0%
Cc1ccc(CNC(=O)CCNS(=O)(=O)c2ccc3c(c2)oc(=O)n3C)cc1 | 2%
COc1ccccc1-n1c(SCC(N)=O)nc2sc3c(c2c1=O)CCC3 | -6%
CNc1c([N+](=O)[O-])cnn1-c1cccc(Cl)n1 | 1%

Part of the list above in order of formula weight, largest number first.
structure | aSyn tox rescue
Cc1ccc(-n2nc3c(N4CCC(C(=O)NCCc5ccccc5C)CC4)nnc(C)c3c2C)cc1 | 8%
Oc1c(C(c2cccs2)N2CCN(c3ccc(F)cc3)CC2)sc2ncnn12 (configuration not stated) | 0%
CC(C)(C)OC(=O)CC(S(=O)(=O)c1ccccc1)S(=O)(=O)c1ccccc1 | 5%

A portion of the library; rates above refer to the full screens.
